Bioassay records from PubChem.
S3 lipid droplet: qHTS Assay for Lipid Storage Modulators in Drosophila S3 Cells. Drosophila S3 cells, BODIPY lipid droplet fluorescence, 18-24 h; cells fed with added oleic acid. Potency in µM for hits, for the others lipid storage change, negative = inhibition, % at the top dose, mostly 46.1 µM. hit rate 0.64% among 320,000. AID 2685; active means well fitted inhibition curve with a large enough effect in the signal ratio, with a control signal flat, not every such curve was filed as active; inconclusive means small, poorly fitted or top-dose-only effect, or effect the other way, or a change in a side signal; the % refers to the signal ratio
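Drosophila S3 cells got compounds at several concentrations plus oleic acid (400 uM solution). Laser-scanning cytometry with 488 nm excitation read lipid droplets at 500-530 nm and cells at 575-640 nm. Percent activity was relative to 20 uM Triacsin C.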
S3 lipid droplet cell count max: further read-out of S3 lipid droplet, marked with its call; cell number change, %; measured here: cell count max response;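 cells counted by Cell Tracker Red CMTPX staining in the red channel; peak over a dose series mostly up to 46.1 µM; percent activity relative to internal control wells on each plate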
Active calls of the source: *; i = inactive; ? = inconclusive; / = not tested or not shown. On the % scale 0 is the no-effect control and ±100 the full control effect; potency means the concentration at half of the fitted maximal effect.

Order of values – S3 lipid droplet | S3 lipid droplet cell count max
1. COc1ccc(CC2(CO)CCN(S(=O)(=O)c3sccc3C)CC2)cc1
    -12.2% | 1.9
2. O=C(C1=C[C@H](c2coc3ccccc3c2=O)C[C@H](OCCCCO)O1)N1CCN(Cc2ccc3c(c2)OCO3)CC1
    5.1% | 4.6
3. COc1cc(CCC(=O)OCC(=O)Nc2ccccc2F)cc(OC)c1OC
    ? | /
4. Cc1ccc(-n2nc3c(c2NC(=O)c2ccco2)CS(=O)C3)c(C)c1 (stereo not given)
    -13.5% | /
5. COc1cccc(C2=NOC(C(=O)NCCN3CCOCC3)C2)c1 (stereo not given)
    ? | /
6. CCN(CC)S(=O)(=O)c1ccc(C)c(C(=O)Oc2cccc(-c3cnc4ccccc4n3)c2)c1
    ? | /
7. COc1ccc(NCc2nc3ccccc3n2C)cc1
    i | 3.4
8. Cc1oc(-c2ccccc2Cl)nc1CS(=O)(=O)CC(=O)N1CCOCC1
    15.6% | 5.5
9. O=C(N=C1c2ccccc2CN1c1ccc(F)c(Cl)c1)c1cccnc1Cl
    5.7% | 9.2
10. CCCCCn1c(SCC#N)nc2cc(C(=O)NCC3CCCO3)ccc2c1=O (stereo not given)
    -9.0% | -14.4
11. COCCNC(=O)Cn1cc(/C=C(\C#N)C(=O)NC2CCCC2)c2ccccc21
    ? | /
12. COc1cc(CC(=O)NCC2COc3ccccc3O2)cc(OC)c1OC (stereo not given)
    ? | /
13. Cc1ccc(C)c(N=Nc2ccc(O)c3ncccc23)c1
    11.1% | 9.6
14. Cc1cc(Cl)c(OCCCNCc2ccccc2)c(Br)c1
    -1.3% | -4.6
15. O=C1NN(c2ccccc2)C(=O)/C1=C\c1ccc(-c2cc([N+](=O)[O-])ccc2O)o1
    15.3% | 0.6
16. COc1cc(SC)ccc1C(=O)NCCNC(=O)c1nonc1N
    ? | /
17. O=C(O)c1ccc(N2CCCCS2(=O)=O)cc1
    ? | /
18. O=Cc1c(Sc2ccccn2)nc2ccccn2c1=O
    3.6% | -8.2
19. CC(=O)Nc1ccc(S(=O)(=O)N(C)CC(=O)OCC(=O)N(C)C2CCS(=O)(=O)C2)cc1 (stereo not given)
    ? | /
20. Cc1ccccc1C(=O)NC(=S)NCc1cccnc1
    -4.1% | 9.8
21. N=c1n(Cc2ccccc2Cl)c2ccccc2n1CC(O)c1ccco1 (stereo not given)
    i | /
22. O=C(CN1C(=O)c2ccccc2C1=O)Nc1cccc([N+](=O)[O-])c1
    -0.2% | 10.1
23. Cc1nnc(SCC(=O)NC2CCCC2)s1
    ? | /
24. O=C(Cc1cccs1)Nc1ccccn1
    ? | /
25. CC1(C)Cc2c(c(N3CCOCC3)nc3snc(Br)c23)CO1
    ? | /
26. O=C(CCS(=O)(=O)c1ccccc1)NC12CC3CC(CC(C3)C1)C2
    ? | /
27. CC(=O)Nc1ccc(SC[C@H](Cc2ccccc2)N2CC[C@@H](O)CCC2=O)cc1
    -3.8% | -9.9
28. Cc1ccc(S(=O)(=O)N2CCN(CCNC(=O)C(=O)NCc3ccccc3)CC2)cc1
    ? | /
29. Cc1oc(C(N)=O)cc1COc1ccc(C(N)=O)cc1
    -1.9% | 14.0
30. Cc1ccc(NC(CC(=O)c2ccccc2)c2ccc(F)cc2)cc1 (stereo not given)
    21.2% | 4.3
31. CC1CC(=O)N(c2ccc(NCCc3ccccc3)c([N+](=O)[O-])c2)C1=O (stereo not given)
    -2.2% | 1.3
32. O=C(CSc1ncccn1)N/N=C/c1ccc(OC2CSC2)cc1
    ? | /
33. COc1ccc(CN2CCN(Cc3cn(C)nc3-c3ccccc3)CC2CCO)c(C)c1C (stereo not given)
    ? | /
34. CC1CN(C)C(c2ccccc2)C(C)C12NC(=O)NC2=O (stereo not given)
    i | -12.4
35. CCN(CC)C(=O)CSc1nnc(-c2ccncc2)n1N
    -5.6% | /
36. Cc1c(Cl)cccc1NC(=S)NCc1ccco1
    4.0% | 3.5
37. COc1cc(CNC2CCC(C)C2)cc(OC)c1 (stereo not given)
    ? | /
38. COCC(C)NCc1ccc(C)cc1C (stereo not given)
    ? | /
39. COC(=O)C1C(=O)c2c([nH]c(C(=O)OCC3CCCO3)c2C)CC1C (stereo not given)
    i | /
40. COCCn1c(-c2ccc(Br)cc2)csc1=Nc1cccnc1
    ? | /
41. O=C(NNc1cccc(Cl)n1)c1cccnc1Cl
    ? | /
42. COc1ccc2cc(C(=O)O)n(CC(=O)c3ccccc3)c2c1
    i | /
43. O=c1c(N2CCOCC2)c(N2CCOCC2)c1=O
    13.2% | /
44. Cc1nc2nc(SCC(=O)NCCCN3CCCCCC3)nn2c(C)c1Cc1ccccc1
    ? | /
45. O=S(=O)(NCC1CCCO1)c1cccc(S(=O)(=O)N2CCCC2)c1 (stereo not given)
    ? | /
46. Cc1ccc(C(=O)C(SC(C)(C)C)n2cncn2)cc1 (stereo not given)
    ? | /
47. COC(=O)C1=C(NC(=O)c2ccccc2[N+](=O)[O-])CCS1
    8.4% | -4.4
48. COc1ccc(S(=O)(=O)N2CCN(C3CCCC(C)C3)CC2)cc1 (stereo not given)
    ? | /
49. COCCNC(=O)c1cc2nc3c(c(C(F)(F)F)n2n1)CCc1ccccc1-3
    6.3% | -10.4
50. COC(=O)Cc1c(C)c2ccc(OCC(=O)NCc3ccc4c(c3)OCO4)cc2oc1=O
    i | -9.1
51. COc1ccccc1CNS(=O)(=O)c1csc(C(N)=O)c1
    4.2% | -0.9
52. O=C(c1cc([N+](=O)[O-])ccc1Cl)N1CCN(Cc2ccccc2)CC1
    ? | /
53. C=CCC(C)(NCc1ccccc1)c1ccc(C)cc1 (stereo not given)
    ? | /
54. CCc1nnc(NC(=O)c2ccc(OC)c(S(=O)(=O)N3CCCC3)c2)s1
    ? | /
55. Cc1ccc(Cl)cc1N1CCN(S(=O)(=O)c2cn(C)cn2)CC1
    ? | /
56. COc1cccc(CNC(=O)C2CCN(S(=O)(=O)c3ccccc3)CC2)c1
    15.4% | 12.7
57. CCN(CC(=O)Nc1ccccc1OC)CC(=O)Nc1c(Cl)ccc(C)c1Cl
    -0.6% | 0.1
58. Cc1[nH]c2ccccc2c1/C=N/NC(=O)c1cccc(S(=O)(=O)Nc2cccc(C(F)(F)F)c2)c1
    ? | /
59. CC(C)(C)NS(=O)(=O)c1ccc(N2C(=O)c3ccccc3C2=O)cc1
    ? | /
60. COc1ccc2nc(SCC(=O)O)nc(C)c2c1
    ? | /

An excerpt of these results, screen by screen:
34: CC1CN(C)C(c2ccccc2)C(C)C12NC(=O)NC2=O (stereo not given)
35: CCN(CC)C(=O)CSc1nnc(-c2ccncc2)n1N
36: Cc1c(Cl)cccc1NC(=S)NCc1ccco1
37: COc1cc(CNC2CCC(C)C2)cc(OC)c1 (stereo not given)
38: COCC(C)NCc1ccc(C)cc1C (stereo not given)

assay / entry | 34 | 35 | 36 | 37 | 38
S3 lipid droplet | i | -5.6% | 4.0% | ? | ?
S3 lipid droplet cell count max | -12.4 | / | 3.5 | / | /

(listing goes on)
Order of values – S3 lipid droplet | S3 lipid droplet cell count max
61. COC(=O)C1=C(C(=O)OC)[C@@H]2N(C)c3ccc(OC)cc3[C@@]23C[C@@H](C(=O)OC)N=C3N1
    14.3% | -3.4
62. CCOC(=O)C1=C(COC(=O)c2ccc(OC)c(OC)c2OC)NC(=O)NC1C (stereo not given)
    i | /
63. CN(CC(=O)Nc1ccc(F)cc1)C(=O)c1cccc(S(=O)(=O)N2CCN(c3ccc(F)cc3)CC2)c1
    ? | /
64. Cc1cc(C)n(-c2ccc(C(=O)OCC(=O)c3c(N)n(C)c(=O)n(C)c3=O)cc2)n1
    9.4% | -16.4
65. Cc1csc(SCC(=O)Nc2ccc(S(=O)(=O)N3CCCC3)cc2)n1
    ? | /
66. CC(=C/c1ccco1)/C=N/NC(=O)c1ccncc1
    2.0% | 13.6
67. COc1ccc2nc(N3CCCCC3)c(C#N)cc2c1
    ? | /
68. Fc1ccccc1/C=N/n1cnnc1
    -6.3% | -180.6
69. CCOC(=O)N1CCC(NCCNC(=O)c2cccc(F)c2)CC1
    ? | /
70. CC(Cc1ccsc1)NC(=O)CCc1nnc(CCc2ccccc2)o1 (stereo not given)
    ? | /
71. Cc1ccc(NC(=O)COC(=O)CN2C(=O)COc3ccccc32)cc1
    i | /
72. COc1cccc(N2C(=O)/C(=C\c3cccs3)NC2=S)c1
    -18.7% | 13.4
73. CCc1ccccc1N(C)S(=O)(=O)c1ccc(-c2cc(C)no2)s1
    ? | /
74. O=C(N[C@@H](Cc1ccccc1)C(=O)CCl)OCc1ccccc1
    ? | /
75. Cc1cc(Cl)ccc1OCC(=O)N/N=C/c1ccc(OC2OC(CO)C(O)C(O)C2O)cc1 (stereo not given)
    28.0% | 0.4
76. CCC(c1nnc(SCC(=O)Nc2ccc(Cl)cc2C(F)(F)F)n1C1CCCCC1)N(C)C (stereo not given)
    -3.5% | -21.2
77. CC(C)(C)C1=Nn2c(nnc2-c2ccccc2F)SC1
    -0.8% | -10.8
78. Nc1ccc(C(=O)N/N=C2\CCCc3c2[nH]c2ccccc32)cc1
    ? | /
79. CCOC(=O)Cc1csc(NC(=O)c2ccc(NC(C)=O)cc2)n1
    6.2% | 1.8
80. O=C(C#Cc1ccccc1)NCc1ccccc1F
    ? | /
81. COc1ccc(S(=O)(=O)N2CCOCC2)cc1C(=O)NCC(c1ccco1)N1CCCC1 (stereo not given)
    ? | /
82. O=C(Nc1nccs1)c1ccc(Br)c(S(=O)(=O)N2CCOCC2)c1
    -1.5% | -11.4
83. O=C(NCCCCNC(=O)c1ccc(Br)cc1)c1ccc(Br)cc1
    ? | /
84. CCOC(=O)c1[nH]c2ccc(F)cc2c1NC(=O)c1ccccc1C(=O)O
    17.6% | -2.1
85. CCOC(=O)c1sc(NC(=O)C(CC)OC(=O)C(CC(C)C)NC(=O)c2ccccc2)nc1C (stereo not given)
    -5.0% | -1.2
86. C/C=C/c1ccc(OCc2cc(=O)n3cc(C)ccc3n2)c(OC)c1
    ? | /
87. CN1CCN(C(=O)c2ccc(OCCOc3ccccc3)cc2)CC1
    ? | /
88. CCC(C)c1ccc(OCC(=O)Nc2ccc(CN3CCOCC3)cc2)cc1 (stereo not given)
    ? | /
89. Cc1ccc(-c2nc(-c3cccnc3)sc2CC(=O)Nc2ccc3nc(C)sc3c2)cc1
    ? | /
90. CCN1CCCC1CNC(=O)COc1cc(=O)n(C)c2ccccc12 (stereo not given)
    ? | /
91. N=c1scc(-c2ccccc2)n1/N=C/c1ccco1
    -0.3% | -14.6
92. C/C(N)=C(/C#N)C(=O)CSc1nc(-c2ccccc2)c(-c2ccccc2)o1
    -22.6% | 17.4
93. CC1(C)CC(=O)C(CCCN2C(=O)c3ccccc3C2=O)C(=O)C1
    i | 19.3
94. NS(=O)(=O)c1ccc(N=Cc2c(O)n(-c3nccs3)c(=O)c3ccccc23)cc1
    -2.2% | -2.4
95. COc1ccc(OC)c(C(C)NC(=S)Nc2ccc(S(=O)(=O)Nc3ncccn3)cc2)c1 (stereo not given)
    ? | /
96. COc1ccc(OC)c(NC(=O)CSc2nc(=O)n(CCN3CCOCC3)c3c2CCCC3)c1
    ? | /
97. COc1ccc(CCNC(=O)C(=O)NCC2OCCN2S(=O)(=O)c2ccc(Br)cc2)cc1OC (stereo not given)
    ? | /
98. CN=C(Nc1cc(C)nn1-c1ccccc1)c1ccc(F)cc1
    ? | /
99. FC(F)(F)c1ccc(N2CCOCC2)c(NC2=NCCCCC2)c1
    ? | /
100. CN(CCOC(=O)c1ccc2c(c1)OCCO2)C(C)(C)C
    8.6% | 12.0
101. CCCc1nnc(NC(=O)CCC(=O)N2CCCCCC2)s1
    20.2% | /
102. CC(C)CN(c1ccccc1)S(=O)(=O)c1nnc(NC(=O)c2ccco2)s1
    ? | /
103. CC(Oc1cccc(Cl)c1)C(=O)NCCCCc1ccccc1 (stereo not given)
    ? | /
104. O=C(Nn1cnc2ccccc2c1=O)c1ccccc1F
    -8.7% | -5.0
105. CCC(CC)C(=O)Nc1nnc(-c2cccs2)s1
    ? | /
106. Cc1ccc2c(c1)Oc1ccc(NC(=O)CCCl)cc1C(=O)N2
    5.2% | -15.3
107. Cc1ccc(C(=O)c2cc([N+](=O)[O-])ccc2N2CCCCC2)cc1
    ? | /
108. CN1CCN(C(=O)C(Cc2ccccc2)NS(=O)(=O)c2ccc3c(c2)CCC(=O)N3)CC1 (stereo not given)
    ? | /
109. O=C(Nc1ccccc1N1CCCC1)c1cccc(Cl)c1Cl
    -3.7% | -18.8
110. O=C(COC(=O)C1CCN(S(=O)(=O)c2cccs2)CC1)NCc1ccccc1
    ? | /
111. CC(=O)Nc1cccc(NC(=O)c2c(-c3c(Cl)cccc3Cl)noc2C)c1
    18.7% | /
112. Cn1cnnc1SCC(=O)N1CCc2ccccc21
    6.7% | 5.5
113. COCC(=O)Nc1ccc(Br)cc1
    ? | /
114. Cc1ccc(C)c(OCC(=O)Nc2cc(NC(=O)COc3cc(C)ccc3C)cc(C(=O)O)c2)c1
    ? | /
115. Cc1ccc(C(=O)OC2OC(=O)C(Cl)=C2N2CCOCC2)cc1 (stereo not given)
    ? | /
116. O=S(=O)(c1ccc(Cl)cc1)N1CCN(C2CCCCCC2)CC1
    ? | /
117. O=C(OC1CCOC1=O)c1ccc2ccccc2n1 (stereo not given)
    ? | /
118. COc1ccc(/C=N/n2c(-c3n[nH]c4c3CCC4)n[nH]c2=S)cc1OC
    -16.6% | 22.4
119. COc1ccc(Cc2nc3ccccc3[nH]2)cc1OC
    11.6% | 4.6
120. Cc1cc(C)cc(Oc2nc3ccccn3c(=O)c2/C=C(\C#N)C(=O)NC2CCS(=O)(=O)C2)c1 (stereo not given)
    ? | /
121. Cc1ccc(C(CNS(=O)(=O)c2cc(F)ccc2F)N2CCN(C)CC2)cc1 (stereo not given)
    8.5% | 9.2

The list is partial. The share of hits here may be higher or lower than overall.
